beta cell repl – inducers of MIN6 beta-cell proliferation, primary screen, ATP luminescence, uHTS; AID 2380, 2010; 330,000 tested, 0.29% active; MIN6 cells proliferation, ATPlite luminescence, 48 h; cells starved in 0.2% serum; 100% = growth in 10% serum; proliferation, % at 10 µM;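 active means compounds whose signal lies at least 3.5 SD above the mean of all wells on their plate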;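 further: 0% = DMSO-treated cells in low-serum medium and 100% = 10% serum control; some compounds called inactive have numbers as strong as hits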
APOBEC3G inh – APOBEC3G DNA deaminase inhibitors, primary screen, biochemical, fluorescence, single-stranded DNA substrate, uHTS; DNA dC->dU-editing enzyme APOBEC-3G (Homo sapiens), Q9HC16; recombinant A3G, ssDNA deamination FAM/TAMRA fluorescence; inhibition, % at 20 µM; 330,000 tested, 0.28% active; AID 493012, 2011;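 active means inhibition of at least 40% at 20 µM, with no more than 30% in the related APOBEC3A deaminase screen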;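 further: plate controls were DMSO wells with A3G for no effect and wells lacking A3G enzyme for full effect; some compounds called inactive have numbers as strong as hits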
Target sequence (Q9HC16 whole entry, looked up): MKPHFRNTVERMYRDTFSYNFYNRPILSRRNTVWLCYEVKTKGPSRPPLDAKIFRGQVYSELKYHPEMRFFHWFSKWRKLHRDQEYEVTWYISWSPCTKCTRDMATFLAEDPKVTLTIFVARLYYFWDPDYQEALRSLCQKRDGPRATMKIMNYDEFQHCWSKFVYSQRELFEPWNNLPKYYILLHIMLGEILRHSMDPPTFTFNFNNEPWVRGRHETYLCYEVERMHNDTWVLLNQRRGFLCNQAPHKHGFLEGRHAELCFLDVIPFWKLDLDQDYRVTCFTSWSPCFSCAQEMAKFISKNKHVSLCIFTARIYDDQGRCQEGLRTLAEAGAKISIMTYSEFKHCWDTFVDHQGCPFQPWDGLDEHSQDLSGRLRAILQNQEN
mIAP act – activators of mouse IAP, primary screen, biochemical, luminescence, uHTS; activation factor at 10 µM; muIAP, CDP-Star luminescence, 30 min; hits give high values; 1 = vehicle-only enzyme signal, 0 = enzyme-free wells; 330,000 tested, 0.24% active; intestinal alkaline phosphatase [Mus musculus];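 active means activation factor of at least 2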; further: the source names both 10 and 20 µM as test concentration; values of inactives mirror those of a sister screen read the other way
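System: mouse IAP enzyme. Reagent: CDP-Star chemiluminescent phosphatase substrate. Benchmarks: DMSO wells, no-enzyme wells. Times: 30 min enzyme-substrate-compound incubation at room temperature. Detection: luminescence from enzymatic CDP-Star hydrolysis. Doses: test compounds delivered from DMSO solution.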
NLRP3 yeast inh – NALP3 inflammasome inhibitors in reconstituted yeast, primary screen, luminescence, uHTS. Yeast reconstituted NLRP3/ASC/caspase-1, beta-gal luminescence, 24 h. inhibition, % at 10 µM. 330,000 tested, 0.39% active;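 active means inhibition of 50% or more; inactive means inhibition below 50%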;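 further: plate controls were induced DMSO wells for no effect and uninduced yeast grown without galactose for full effect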
TIM10 inh – growth inhibitors of isogenic TIM10 control yeast, primary screen, counter-screen for tim10-1 yeast inhibitor project, luminescence, uHTS. inhibition, % at 10 µM. 330,000 tested, 1.4% active. S. cerevisiae TIM10 strain growth, BacTiter-Glo luminescence, 24 h. AID 463195, 2010;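 active means inhibition of 40% or more at the single tested concentration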;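 further: wild-type TIM10 isogenic control strain grown at permissive 25 °C; 0% = DMSO yeast wells and 100% = minimal medium wells without yeast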
APOBEC3A inh – APOBEC3A ssDNA deaminase inhibitors, primary screen, selectivity assay for APOBEC3G inhibitor project, biochemical, FAM/TAMRA oligo cleavage fluorescence; DNA dC->dU-editing enzyme APOBEC-3A (Homo sapiens), P31941; recombinant A3A, FAM/TAMRA ssDNA deamination fluorescence; inhibition, % at 20 µM; 330,000 tested, 0.41% active;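 active means at least 40% inhibition at 20 µM here, with at most 30% in a related deaminase screen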;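 further: plate controls were A3A with DMSO for no effect and wells lacking A3A enzyme for full effect; some results filed as inactive read as strong as hits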
mIAP inh – inhibitors of mouse IAP, primary screen, biochemical, luminescence, uHTS; intestinal alkaline phosphatase [Mus musculus]; purified mouse IAP, CDP-Star luminescence, 30 min; inhibition, % at 10 µM; 330,000 tested, 0.2% active; AID 2806, 2010;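 active means inhibition of at least 40% at 10 µM in the primary screen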;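 further: plate controls were DMSO with enzyme for no effect and no enzyme wells for full effect; values of inactives mirror those of a sister screen read the other way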
tim10-1 inh – growth inhibitors of tim10-1 mutant yeast, primary screen, luminescence, uHTS; 330,000 tested, 2.2% active; S. cerevisiae tim10-1 ts strain growth, BacTiter-Glo, 24 h; inhibition, % at 20 µM; AID 463190, 2010;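 active means inhibition of at least 40%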;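 further: mutant grown at 25 °C; 0% = DMSO wells with yeast and 100% = wells holding no yeast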
hIAP block – human IAP inhibitors, primary screen, biochemical, luminescence, uHTS. purified IAP, CDP-Star luminescence, 30 min. 330,000 tested, 0.12% active. AID 2544, 2010. inhibition, % at 10 µM. Intestinal-type alkaline phosphatase (Homo sapiens), P09923;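 active means inhibition reaching a set limit with compound at 10 µM in the primary screen, cut at about 35% in these data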;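 further: plate controls were DMSO wells with enzyme for no effect and no-enzyme buffer wells for full effect; values of inactives mirror those of a sister screen read the other way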
Target sequence (P09923 whole entry, looked up): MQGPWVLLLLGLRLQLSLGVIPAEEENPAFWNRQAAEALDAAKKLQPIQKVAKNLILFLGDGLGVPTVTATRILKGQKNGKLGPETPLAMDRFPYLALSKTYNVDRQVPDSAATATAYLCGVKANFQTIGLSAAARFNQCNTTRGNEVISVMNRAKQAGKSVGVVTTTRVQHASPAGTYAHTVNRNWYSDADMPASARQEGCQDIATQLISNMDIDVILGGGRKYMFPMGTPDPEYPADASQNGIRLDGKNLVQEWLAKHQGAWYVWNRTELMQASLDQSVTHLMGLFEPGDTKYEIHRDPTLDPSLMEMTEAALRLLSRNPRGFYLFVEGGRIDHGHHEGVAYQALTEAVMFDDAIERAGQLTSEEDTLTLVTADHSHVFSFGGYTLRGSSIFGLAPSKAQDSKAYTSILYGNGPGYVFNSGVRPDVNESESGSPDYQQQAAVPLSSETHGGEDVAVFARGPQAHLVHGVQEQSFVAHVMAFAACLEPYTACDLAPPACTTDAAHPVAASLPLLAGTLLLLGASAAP
Active calls of the source: *.

SMILES	beta cell repl	APOBEC3G inh	mIAP act	NLRP3 yeast inh	TIM10 inh	APOBEC3A inh	mIAP inh	tim10-1 inh	hIAP block
COc1ccccc1-n1c(C)nc2cc(C(=O)NCCN3CCOCC3)ccc21	-1	-3	1	29	4	0	-5	11	-24
O=P(O)(CN1CCCCCC1)C1Cc2ccccc2C1	-2	-7	1.1	16	-8	-2	-5	-14	-6
CC(C)CCN1CCN(Cc2coc3ccccc3c2=O)CC1CCO (stereo not drawn)	-4	-10	1	14	-12	-6	0	15	-4
CCN(CC)C(=O)C(=O)N/N=C/c1ccc(F)cc1	-2	-8	1.2	17	-4	-7	-15	23	-18
COC(=O)C1=C(N)Oc2cc(C)[nH]c(=O)c2C1c1ccc(Cl)cc1 (stereo not drawn)	-3	-3	0.96	-7	-23	0	4	-9	-15
NS(=O)(=O)c1ccc(CCNC(=O)c2ccncc2)cc1	4	0	0.99	3	-11	-4	1	14	-4
COc1cc(CN2CCNC(=O)C2CC(=O)NC2CCCCC2)cc(OC)c1 (stereo not drawn)	-4	-7	0.95	30	15	-4	5	29	-26
COc1ccc(NS(=O)(=O)c2c(C)cc(C)cc2C)cn1	-1	-5	0.96	-11	23	-2	4	12	-4
COc1ccc(N2CCN(C(=O)c3ccccc3NS(=O)(=O)c3ccc(C)cc3)CC2)cc1	-4	1	0.96	5	4	-4	4	23	-4
CC(C)(C)NC(=O)c1cccc(NC(=O)Cc2cccs2)c1	2	-7	0.99	1	-10	-2	1	11	-6
Cc1ccc(C(O)(C(=O)NNS(=O)(=O)c2ccc(C)cc2)c2ccc(C)cc2)cc1	1	-3	0.98	-6	4	0	2	-5	12
Cc1ccc(-c2cc(-c3ccco3)c3c(N)c(C(=O)NN)oc3n2)cc1	-1	7	0.7	2	7	2	30	23	-6
Cc1ccccc1N1CC(C(=O)Nc2ccc3c(c2)OCO3)CC1=O (stereo not drawn)	0	-6	1	-13	-3	-1	-2	-1	1
Cc1ccc(C)c(S(=O)(=O)N/N=C/c2cccnc2)c1	-1	-8	0.98	-7	6	-3	2	6	2
COc1cccc(NC(=S)N(CCCN2CCOCC2)C(C)c2cc3ccccc3o2)c1 (stereo not drawn)	7	-6	0.98	5	9	-1	2	-1	-10
O=C(Nc1ccc(F)cc1)Nc1ccc(Cl)cn1	-2	-8	1	14	-6	-2	-2	18	3
CCn1cc(C(=O)NCCOC)c(=O)c2ccc(C)nc21	0	1	1	2	3	2	-3	12	-14
COc1cccc(OC)c1C(=O)NC(=S)Nc1ccc2c(c1)C(=O)N(C)C2=O	0	-5	0.94	35	-27	-3	6	-14	9
C=CCc1cc(OC)ccc1OCCN1CC(C)OC(C)C1 (stereo not drawn)	-1	-5	1.1	19	-10	-3	-5	16	-4
COc1cccc(-c2c(-c3cc(OC)cc(OC)c3)n(C)c3ccc(-c4ccc5[nH]ccc5c4)cc23)c1	-5	-12	1.2	21	1	-4	-16	-3	5

Next section, overlapping the part above by 5 compounds.
SMILES	beta cell repl	APOBEC3G inh	mIAP act	NLRP3 yeast inh	TIM10 inh	APOBEC3A inh	mIAP inh	tim10-1 inh	hIAP block
O=C(Nc1ccc(F)cc1)Nc1ccc(Cl)cn1	-2	-8	1	14	-6	-2	-2	18	3
CCn1cc(C(=O)NCCOC)c(=O)c2ccc(C)nc21	0	1	1	2	3	2	-3	12	-14
COc1cccc(OC)c1C(=O)NC(=S)Nc1ccc2c(c1)C(=O)N(C)C2=O	0	-5	0.94	35	-27	-3	6	-14	9
C=CCc1cc(OC)ccc1OCCN1CC(C)OC(C)C1 (stereo not drawn)	-1	-5	1.1	19	-10	-3	-5	16	-4
COc1cccc(-c2c(-c3cc(OC)cc(OC)c3)n(C)c3ccc(-c4ccc5[nH]ccc5c4)cc23)c1	-5	-12	1.2	21	1	-4	-16	-3	5
COc1cccc(C2CC(=O)N3CN(c4cccc(Cl)c4C)CSC3=C2C#N)c1OC (stereo not drawn)	-2	-8	0.79	6	7	-3	21	9	16
O=C(Cn1c(-c2cscn2)nc2ccccc21)Nc1ccc2ccccc2c1	-4	-7	1.9	15	6	-6	-88	9	-5
Nc1nnnn1/N=C/c1cc(Cl)cc(Cl)c1O	0	-9	0.91	17	7	-6	9	-15	-7
Cc1cc(C(=O)NC2CCC(O)CC2)c(C)o1 (stereo not drawn)	-2	-6	1.1	18	1	-3	-5	-3	0
COc1ccccc1NC(=O)c1ccc(NS(=O)(=O)c2ccc(F)c(F)c2F)cc1	0	-3	1	0	5	0	-2	21	5
Cc1noc2ncnc(Sc3ccccc3Cl)c12	-6	-3	0.91	-7	30	0	9	32	0
O=C(Cn1cc(C(F)(F)F)ccc1=O)Nc1ccc2c(c1)OCCO2	-2	-4	1	17	0	-3	-4	-20	16
C=CCC1NS(=O)(=O)OC2CCCCC12 (stereo not drawn)	-1	-7	0.94	4	17	-4	6	17	2
Cc1oc2c(CN3CCOCC3)c(O)ccc2c(=O)c1-c1ccccc1	-2	-4	0.98	10	3	-3	2	0	-3
CC1(C)CC(=O)c2sc(NC(=O)C3COc4ccccc4O3)nc2C1 (stereo not drawn)	-2	2	1	36	8	0	-2	33	-16
Cc1cc(C)cc(NC(=O)C2CCCN(c3nc(C)cc(C)n3)C2)c1 (stereo not drawn)	-1	-1	1.1	2	-19	4	-8	15	3
CCCn1c(N2CCN(Cc3cccc(C)c3)CC2)nc2c1c(=O)[nH]c(=O)n2C	0	-7	1	19	11	-2	0	3	4
CC1=C(C(=O)Nc2cccnc2)C(c2ccncc2)n2nnnc2N1 (stereo not drawn)	-2	-1	0.99	17	-7	-1	1	6	-14
CN1c2ccsc2C(O)=C(C(=O)Nc2ccccc2)S1(=O)=O	-2	-4	0.89	3	-7	-4	11	1	-7
COc1cccc(-c2cnc(NCc3cc(Cl)ccc3O)n2C)c1	-5	-8	0.96	6	-34	-4	4	0	21
CCN1CC(O)=C(c2nc3ccccc3s2)C1=N	-1	-8	0.93	-6	17	3	8	13	14
CCCn1c(SCC(=O)c2c(C)[nH]c(C)c2C(=O)OCC)nc2ccccc21	6.8*	-9	0.99	13	14	-1	1	7	5
Cc1nn(Cc2ccc(Cl)cc2Cl)c(C)c1NC(=O)c1ccc(COc2cc(Cl)ccc2Cl)o1	-4	-1	1.1	15	17	0	-9	20	14
COc1ccc(CNC(=S)NC2CCCC2)cc1	0	-6	1.2	13	15	-3	-19	7	-29
COC(=O)CSc1nn(-c2ccc(F)cc2)c(=S)s1	-3	-4	1.1	-27	4	-9	-11	33	-9

Structures above that have a Cl atom:
SMILES	beta cell repl	APOBEC3G inh	mIAP act	NLRP3 yeast inh	TIM10 inh	APOBEC3A inh	mIAP inh	tim10-1 inh	hIAP block
COC(=O)C1=C(N)Oc2cc(C)[nH]c(=O)c2C1c1ccc(Cl)cc1 (stereo not drawn)	-3	-3	0.96	-7	-23	0	4	-9	-15
O=C(Nc1ccc(F)cc1)Nc1ccc(Cl)cn1	-2	-8	1	14	-6	-2	-2	18	3
COc1cccc(C2CC(=O)N3CN(c4cccc(Cl)c4C)CSC3=C2C#N)c1OC (stereo not drawn)	-2	-8	0.79	6	7	-3	21	9	16
Nc1nnnn1/N=C/c1cc(Cl)cc(Cl)c1O	0	-9	0.91	17	7	-6	9	-15	-7
Cc1noc2ncnc(Sc3ccccc3Cl)c12	-6	-3	0.91	-7	30	0	9	32	0
COc1cccc(-c2cnc(NCc3cc(Cl)ccc3O)n2C)c1	-5	-8	0.96	6	-34	-4	4	0	21
Cc1nn(Cc2ccc(Cl)cc2Cl)c(C)c1NC(=O)c1ccc(COc2cc(Cl)ccc2Cl)o1	-4	-1	1.1	15	17	0	-9	20	14

Following part.
SMILES	beta cell repl	APOBEC3G inh	mIAP act	NLRP3 yeast inh	TIM10 inh	APOBEC3A inh	mIAP inh	tim10-1 inh	hIAP block
O=C(Nc1ccccc1Oc1ccsc1C(=O)O)c1ccccc1F	2	-4	0.96	9	4	0	4	10	13
COc1ccccc1NC(=O)N(Cc1ccco1)Cc1cc2cc(C)cc(C)c2[nH]c1=O	-1	-7	1	10	-8	-1	0	-1	13
Cc1nc2ccc(S(=O)(=O)NCC(=O)N(C)Cc3ccco3)cc2s1	-4	-9	1.1	2	8	0	-10	3	1
N#CCc1ccc(Oc2ncc(C(F)(F)F)cc2Cl)cc1	-1	-7	0.97	-9	31	-3	3	48*	-4
Cc1cccc(Nc2ncnc3ccccc23)c1	0	-3	1.1	19	10	-2	-6	17	-9
CCC(=O)Nc1ccc(S(=O)(=O)Nc2cccnc2)cc1	-3	-1	0.98	10	2	2	2	8	5
Cc1ccc(S(=O)(=O)N(CCO)Cc2ccccc2)cc1	-2	-3	1.1	20	1	4	-6	8	-36
Cc1ccc(CN(C)C(=O)CN2C(=O)NC(c3ccccc3)(c3ccccc3)C2=O)c(C)c1	-8	-7	1.1	18	17	-2	-7	10	6
CCCc1cc(=O)oc2c(CN3CCN(C)CC3)c(O)c(Cl)cc12	-2	2	1	2	2	6	0	7	-12
O=[N+]([O-])C(=C1NCCN1)C(Cl)=C(Cl)Cl	-4	-3	0.87	10	10	2	13	2	12
O=C(/C=C/c1ccc(Cl)cc1)N1CCN(c2ccc(Cl)cc2[N+](=O)[O-])CC1	-2	-5	0.89	23	20	-4	11	7	15
COc1ccc(/C=N/NS(=O)(=O)c2ccccc2)cc1OS(=O)(=O)c1ccc(C)cc1	-4	0	1	10	-7	0	-1	5	-21
COc1ccc(-c2csc(NC(=O)CSc3nc(C)nc4sc(C(=O)O)c(C)c34)n2)cc1	-4	-6	1.1	10	4	-1	-8	14	-8
Oc1ccc(/C=N/Nc2ncnc3nc[nH]c23)cc1	-2	-5	0.77	-13	11	4	23	15	-45
CS(=O)(=O)N(CC(=O)N1CCC(C(N)=O)CC1)c1cc(C(F)(F)F)ccc1Cl	3	-4	0.96	-2	11	1	4	16	-15
Cn1c(-c2ccc(Br)cc2)cnc1NCc1cccnc1	-2	-5	0.94	10	-2	-3	6	1	1
COC(=O)Cc1c(C)c2c(O)cc(C)cc2oc1=O	0	-6	0.89	-3	-2	-5	11	-8	1
COc1ccccc1S(=O)(=O)Cc1ccc(C(=O)N2CCN(c3ccccc3)CC2)o1	0	0	0.98	0	10	1	2	18	-8
Cc1cc(C)c(S(C)(=O)=O)c(Sc2ccc(Cl)cc2)n1	-3	-2	1.1	23	1	-1	-8	27	-6
O=C(COC(=O)c1ccccc1Br)NCc1ccccc1	1	-2	1.1	18	-13	2	-6	22	-7

High-throughput results as filed in PubChem.
